S3 lipid droplet: qHTS Assay for Lipid Storage Modulators in Drosophila S3 Cells; Drosophila S3 cells, BODIPY lipid droplet fluorescence, 18-24 h; cells fed with added oleic acid; Potency in µM for hits, for the others lipid storage change, negative = inhibition, % at the top dose, mostly 46.1 µM; 320,000 tested, 0.64% active; active = well fitted inhibition curve with a large enough effect in the signal ratio, with a control signal flat, not every such curve was filed as active; inconclusive = small, poorly fitted or top-dose-only effect, or effect the other way, or a change in a side signal; the % refers to the signal ratio
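Laser-scanning cytometry quantifies lipid droplet accumulation (500–530 nm total intensity; droplet/cell object ratio) in oleic acid-fed (400 uM added) Drosophila S3 cells treated with a concentration series. 20 uM Triacsin C defined 100% inhibition.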
S3 lipid droplet cell count max: second read-out of S3 lipid droplet, no call of its own (marks repeat the call); cell number change, %; measured here: cell count max response;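 cells counted by Cell Tracker Red CMTPX staining in the red channel; peak over a dose series mostly up to 46.1 µM; percent activity relative to internal control wells on each plate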
An asterisk follows results filed as active; i = inactive; ? = inconclusive; . = no result given; [ ] = dose if it differs, or a comment. % is scaled to controls: 0 for no effect and ±100 for the full control effect; potency is read from the fitted curve at half-maximal effect. These rows are one share of the data; the hit share may differ from the screen's.

SMILES	S3 lipid droplet	S3 lipid droplet cell count max
O=C1CN(C(=O)c2ccccc2F)C(c2ccc(F)cc2)c2cc(F)ccc2N1 (stereo not drawn)	?	.
S=c1nc(-c2ccccc2)n(-c2ccccc2)[nH]1	-1%	7
CCN1CCN(c2ccc(NC(=O)c3cc4ccccc4cc3OC)cc2C)CC1	-15%	-16
O=C(NNc1ccccc1F)c1ccccc1	2%	6
Cc1cc(C)n2nc(C(=O)NNC(=O)c3ccc(Cl)cc3)nc2n1	18µM*	-28*
Cc1ccnc(NC(=O)c2ccc(Cl)s2)c1	i	.
C[C@@]12C(=O)Nc3ccc(Cl)cc3C(=O)N1[C@H]1c3ccccc3OC[C@@H]1[C@@H]2c1ccccc1	?	.
CC1(C)CC(=O)c2sc(NC(=O)C(C)(C)C)nc2C1	-6%	7
COc1cccc2c(SCC(=O)N/N=C/c3ccc(O)cc3O)cc(C)nc12	?	.
Cc1ccc(C(C2=C(O)CC(C)(C)CC2=O)C2C(=O)CC(C)(C)CC2=O)s1 (stereo not drawn)	6%	6
O=C(CSCC(=O)OCn1nnc2ccccc2c1=O)Nc1ccc(Cl)cc1	10%	11
CCOC(=O)c1c(NC(=O)CN2C(=O)NC(C)(c3ccc(Cl)cc3)C2=O)sc(C(=O)NC)c1C (stereo not drawn)	4%	1
Cc1ccc(S(=O)(=O)N2CCCC2CNC(=O)C(=O)Nc2ccc(F)cc2F)cc1 (stereo not drawn)	3%	-22
COC(=O)c1ccc(C2NC(=O)NC(C)=C2C(=O)N(C)C)cc1 (stereo not drawn)	?	.
CCN(C(=O)COC(=O)c1ccc(=O)n(Cc2ccccc2)n1)C1CCS(=O)(=O)C1 (stereo not drawn)	?	.
Oc1ccc(C[C@H]2CNCCN2CC2CCCCC2)cc1	?	.
COc1ccc(/C=C/C(=O)N2CCCC2)cc1OC	?	.
Cc1cnc(C(=O)OCC(=O)Nc2cccc(Cl)c2)cn1	i	12
OC1(c2ccccc2)CNCCc2ccccc21 (stereo not drawn)	4%	0
CC(C)(C)c1cccc(C2(O)C(=O)c3ccccc3C2=O)c1O	-6%	-14
O=C(CN(Cc1ccccc1Cl)C(=O)c1csnn1)NCc1ccc(F)cc1	?	.
O=C(COc1cccnc1[N+](=O)[O-])N1CCc2ccccc2C1	?	.
Cc1[nH][nH]c(=O)c1C(c1ccc(-c2ccc(C(=O)O)cc2)o1)c1c(C)[nH][nH]c1=O	?	.
CC(C)NC(=O)c1n[nH]c(=O)c2ccccc12	12%	-10
c1ccc(N2CCN(Cc3cnc(N4CCOCC4)s3)CC2)cc1	-9%	.
O=C(CSc1nc2c(cnn2-c2ccccc2)c(=O)[nH]1)N1CCOCC1	?	.
O=C(Cc1cccs1)NCc1cccc(Br)c1	-20%	18
Cc1ccc(CNS(=O)(=O)c2cc3c(cc2C)N(C)CCO3)cc1	i	9
Cc1ccc(CCN2C(=O)CCC2(C)C(=O)NC2CCCC2)cc1 (stereo not drawn)	-4%	.
CCN(CC)c1ccc(NS(=O)(=O)c2ccc3c(c2)oc(=O)n3C)c(C)c1	?	.

Overlap with the part before: two entries, then new ones.
SMILES	S3 lipid droplet	S3 lipid droplet cell count max
Cc1ccc(CCN2C(=O)CCC2(C)C(=O)NC2CCCC2)cc1 (stereo not drawn)	-4%	.
CCN(CC)c1ccc(NS(=O)(=O)c2ccc3c(c2)oc(=O)n3C)c(C)c1	?	.
N#Cc1c(-c2ccc(Cl)cc2)ccn2nc(C3CCCCC3)nc12	?	.
CCS(=O)(=O)N1Cc2ccccc2CC1C(=O)Nc1nc2ccccc2s1 (stereo not drawn)	27%	6
CCOc1ccc2nc(NCCNC(=O)Nc3ccccc3)c(C#N)cc2c1	112%	-20
Oc1ccc(Br)cc1/C=N/Nc1ccccn1	?	.
CC(C)(C)c1cc(/C=C2\NC(=O)NC2=O)cc(C(C)(C)C)c1O	?	.
CCCCOCCCNC(=O)Cc1ccccc1OC	?	.
Clc1ccc(-c2cc(COc3ccc4ccccc4c3)no2)cc1	0%	-22
CSCC[C@H](NC(=O)OC(C)(C)C)C(=O)N/N=C/c1cccc2cccnc12	-4%	0
CC(NC(=O)c1cnc2ccccc2n1)c1ccccc1 (stereo not drawn)	i	-1
Oc1ccc(Br)cc1CNc1cnc2ccccc2c1	?	.
CCn1c(CCNC(=O)c2ccc(OC)cc2)nnc1SCC(=O)Nc1ccccc1F	?	.
COc1cc(CC(=O)NCC2CCCCC2)cc(OC)c1OC	9%	12
O=C(N/C(=C\c1cccnc1)c1nc2ccccc2[nH]1)c1cccc(Br)c1	?	.
CCOC(=O)C1(C)Oc2ccc(S(=O)(=O)CC)cc2NC1=O (stereo not drawn)	7%	18
CNC(=O)CSc1nnc(-c2ccccc2)n1C	i	23

An excerpt from above in order of their number in S3 lipid droplet, falling.
structure | S3 lipid droplet | S3 lipid droplet cell count max
CCOc1ccc2nc(NCCNC(=O)Nc3ccccc3)c(C#N)cc2c1 | 112% | -20
CSCC[C@H](NC(=O)OC(C)(C)C)C(=O)N/N=C/c1cccc2cccnc12 | -4% | 0
CC(C)(C)c1cccc(C2(O)C(=O)c3ccccc3C2=O)c1O | -6% | -14
CCN1CCN(c2ccc(NC(=O)c3cc4ccccc4cc3OC)cc2C)CC1 | -15% | -16

Continued.
SMILES	S3 lipid droplet	S3 lipid droplet cell count max
CCC(C)(C(=O)NC1CCCC1)N(C)C(=O)c1ccccn1 (stereo not drawn)	7%	20
COc1cc(-n2nnnc2SCC(=O)N2CCN(c3ccc(F)cc3)CC2)c(OC)cc1Cl	?	.
Cc1ccc(NC(=O)/C(C#N)=C/c2cn(CC(=O)NCc3ccco3)c3ccccc23)cc1C	-3%[9.22 µM]	12
O=C(CSc1nnc2c(Cl)cc(Cl)cn12)N1CCOCC1	?	.
S=C(NC1CCCCC1)NN(c1ccccc1)c1ccccc1	?	.
COc1ccc(S(=O)(=O)Nc2cc(C)nn2-c2ccccc2)cc1	?	.
CCC(=O)Nc1ccc(S(=O)(=O)N2CCc3ccccc32)cc1	?	.
CC(NC(=O)CCNC(=O)c1ccc(Br)cc1)c1ccc(-n2ccnc2)cc1 (stereo not drawn)	-18%[0.0737 µM]	.
CC(=O)C1=C(O)C(=O)N(Cc2cccnc2)C1c1ccc(C)cc1 (stereo not drawn)	4%	13
CCn1c(SCC(N)=O)nnc1-c1ccco1	-7%	-2
COC(=O)c1cccc(N2C(=O)C(Cl)=C(N3CCOCC3)C2=O)c1	20%	3
CCOC(=O)c1ccc(NC(=O)CC2C(=O)N(c3ccc(F)cc3)C(=O)N2CCC(C)C)cc1 (stereo not drawn)	?	.
O=C(CN1C(=O)NC2(CCOc3ccccc32)C1=O)NCc1ccc(F)cc1 (stereo not drawn)	?	.
COc1ccc(S(=O)(=O)N2CCC(C)CC2)cc1N(C)S(=O)(=O)c1ccccc1	-10%	11
O=C(c1ccc(-n2cncn2)c([N+](=O)[O-])c1)N1CCN(S(=O)(=O)c2ccc(Cl)cc2)CC1	?	.
O=P(OC1CCCCC1)(OC1CCCCC1)C(O)c1ccccc1 (stereo not drawn)	?	.
Clc1cc(Sc2ccc(Br)cc2)nnc1-c1ccccc1	3%	-6
Nc1nc(SCC(=O)c2cc(F)ccc2F)n[nH]1	?	.
CC(C)CC(NC(=O)C1CCC(C)CC1)C(=O)Nc1ccc2c(c1)OCCO2 (stereo not drawn)	?	.
O=C(Nc1ccccc1)c1c(F)c(F)c(F)c(F)c1F	i	-2
CC(C)Cc1cc(C(=O)Nc2cccc(O)c2)no1	?	.
NC(=O)CSc1cn(Cc2ccccc2)c2ccccc12	-1%	14
CCc1ccc(C(=O)c2cn(CC(=O)Nc3cccc(OC)c3)c3ccc(OC)cc3c2=O)cc1	?	.
CCC(C)(C)C1CCc2[nH]nc(C(=O)NCCNC(=O)OC(C)(C)C)c2C1 (stereo not drawn)	?	.
CCOc1ccc(CC(=NCCO)C2=C(O)CC(C)(C)CC2=O)cc1OCC	2%	4
CN(/N=C/c1cccc(Br)c1)C1=NS(=O)(=O)c2ccccc21	?	.
COC(=O)Cc1c(O)ccn(CCc2ccc(S(N)(=O)=O)cc2)c1=O	5%	3
O=C(NNC(=S)Nc1ccccc1)C1CC1	-4%	-20
CCC(NC(=O)c1ccccc1NC(=O)c1ccc(OC)cc1)C(=O)N1CCCC1 (stereo not drawn)	-3%	16
O=C1C=C(c2cc(Cl)cc(Cl)c2)C[C@@H](c2ccc3c(c2)OCO3)C1	?	.
COc1cccc(N2CCN(C(=O)c3ccc4nc(N5CCCCC5)sc4c3)CC2)c1	?	.
CC1(C)CC(=O)c2cnc(NC(=O)CCc3ccccc3)nc2C1	?	.
CC(=O)Oc1cccc(/C=c2\sc3nc(-c4ccco4)nn3c2=O)c1	?	.
Cc1c(C(=O)Nc2ccc(N3CCOCC3)cc2)cccc1[N+](=O)[O-]	-7%	-7
COc1ccc(NC(=O)C(NC(=O)c2ccc(C)cc2)c2ccccc2)cc1 (stereo not drawn)	?	.
COc1ccccc1NS(=O)(=O)c1cccc(C(=O)N/N=C(\C)c2cccnc2)c1	?	.
Cc1ccc(C)c(Cc2c(C)nc(C)[nH]c2=O)c1	?	.
CCC1=C(OC(=O)N(CC)CC)N2C(=O)OC(=NCCc3c[nH]c4ccccc34)[C@]2(Cc2ccccc2)[C@H]2C1=CC[C@H]1C(=O)N(C)C(=O)[C@H]12	-14%	-22
O=C1c2oc3ccc(Br)cc3c(=O)c2C(c2cccnc2)N1Cc1ccco1 (stereo not drawn)	?	.
CCCCCCCC1(C)NC(=O)N(c2ccccc2)N1 (stereo not drawn)	i	.
CCC1CN(C(=O)N2CCC(C(=O)NCCc3ccc(OC)c(OC)c3)CC2)c2ccccc2O1 (stereo not drawn)	i	6
CCC1C(=O)Nc2ccccc2N1C(=O)COc1ccccc1 (stereo not drawn)	?	.
CC(C)c1ccc(NC(=O)C2CCCN(S(=O)(=O)c3ccc4c(c3)C(C)(C)C(=O)N4C)C2)cc1 (stereo not drawn)	?	.
O=C(c1cc2ccccc2[nH]1)N(Cc1cccnc1)CC1CCCN(C2CCCCC2)C1 (stereo not drawn)	?	.
CCOC(=O)/C(C#N)=C/C1=C(N2CCOCC2)CC(C)(C)OC1	?	.

One compound at a time, from the list above.
`Cc1c(C(=O)Nc2ccc(N3CCOCC3)cc2)cccc1[N+](=O)[O-]` as listed: S3 lipid droplet = -7%; S3 lipid droplet cell count max = -7
`CCC1C(=O)Nc2ccccc2N1C(=O)COc1ccccc1` (stereo not drawn) as listed: S3 lipid droplet = ?; S3 lipid droplet cell count max = .
`Cc1ccc(C)c(Cc2c(C)nc(C)[nH]c2=O)c1` as listed: S3 lipid droplet = ?; S3 lipid droplet cell count max = .

Next structures:
SMILES	S3 lipid droplet	S3 lipid droplet cell count max
CCCCOc1ccc(/C=N/NC(=S)Nc2cc(C)ccc2C)cc1	i	.
CCN1C(=O)[C@H]2[C@@H](c3ccc(C)cc3)N3C(=O)N(c4ccc(C(F)(F)F)cc4)C(=O)[C@@]3(CC)[C@H]2C1=O	0%	-7
COc1cc(NC(=O)C(Cc2ccccc2)n2cccc2)cc(OC)c1 (stereo not drawn)	?	.
CC(C)C(=O)Nc1ccc(Cc2ccc(NC(=O)C(C)C)c(O)c2)cc1O	?	.
Cc1ccc(NC(=O)c2ccc(NS(=O)(=O)c3c(C)noc3C)cc2)cc1C	?	.
CCOc1cc(N2CCOCC2)c(OCC)cc1NC(=O)CN1CCSC1=O	?	.
COCC(N)(c1ccccc1)c1nc2ccccc2n1C (stereo not drawn)	?	.
COc1cccc(-n2cnc3sc4c(c3c2=O)CCC4)c1	5%	18
CN(CC(=O)Nc1nc2ccc(F)cc2s1)S(=O)(=O)c1ccc(Cl)cc1	?	.
CN(C)S(=O)(=O)c1cccc(COC(=O)c2ccc3c(c2)OCO3)c1	?	.
O=C(c1ccc2c(=O)n(-c3ccccc3)c(=S)[nH]c2c1)N1CCCCC1	?	.
Cc1noc(C)c1CCC(=O)N1CCCC(N2CCN(c3ccc(F)cc3)CC2)C1 (stereo not drawn)	?	.
COc1cccc(OCC(O)CNC(C)c2ccccc2)c1 (stereo not drawn)	i	-11
O=C(NCc1ccco1)C1CC(c2ccccc2C(F)(F)F)=NO1 (stereo not drawn)	11%	-2
O=C(CCCCC(=O)NCc1cccs1)NCc1cccs1	?	.
CNS(=O)(=O)c1ccc(NC(=O)c2cc(-c3ccncc3)nc3ccc(Cl)cc23)cc1	-16%	27
O=C(CCCCn1c(=S)[nH]c2ccsc2c1=O)NCc1ccco1	-14%	4
Cc1cc(C(=O)Nc2ccccc2)c2ccccc2n1	?	.
COc1cccc(-c2nc(SCC(=O)Nc3nc(-c4ccccc4)c(C)s3)[nH]c(=O)c2C#N)c1	12%	-1
S=C(Nc1ccccc1)N1N=CCC1c1ccccc1 (stereo not drawn)	?	.
COc1cc(C(=O)NC(=S)NNC(=O)c2cnccn2)cc(OC)c1OC	?	.
COc1ccccc1N1C(=O)c2cccc3c(N(C)CCO)ccc(c23)C1=O	?	.
COc1ccc(-c2nn(Cc3ccccc3)cc2C(=O)N2CCN(c3ncccn3)CC2)cc1	-14%	-11
CCCOc1cccc(C(=O)N2CCN(C(=O)C3CCCO3)CC2)c1 (stereo not drawn)	i	-16
